# Screens: PubChem BioAssay, National Center for Advancing Translational Sciences (NCATS)
# KB-3-1 tox – KB-3-1 parental cell cytotoxicity | actives 1.4% (n = 400,000) | AID 1347075 | Potency, µM (doses to about 46.1 µM), for inactives: top-dose activity change, negative = cytotoxic, actives largely listed as cytotoxic | KB-3-1 viability, CellTiter-Glo ATP luminescence, 72 h; note: potency is the fitted concentration of half-maximal effect; % is set by controls: 0 for no effect and ±100 for the full control effect; nearly all actives have a fitted effect of over 60% in size
#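 Multi-concentration cytotoxicity screen in KB-3-1 cells grown in DMEM lacking phenol red with 10% FBS. After 72 h at 37 °C with compound, ATP-dependent luminescence was recorded.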
# S2 tox – cell viability loss in ATXN counter-screen. actives 0.49% (n = 400,000). Potency, µM (top dose mostly 56.7 µM), hits mostly cytotoxic. S2 cells (HEK-293 line with an ATXN2-luciferase reporter) viability, CellTiter-Fluor protease fluorescence, 24 h; note: potency is the fitted concentration of half-maximal effect; nearly all actives have a fitted effect of over 40% in size
# MCF10A rereplic – DNA re-replication induction in MCF 10a cells | MCF 10A DNA re-replication, Hoechst nuclear intensity, 48 h | Potency, µM (top dose mostly 46.1 µM), inactives show top-dose activity, positive = re-replication, hits mostly activators | actives 2.9% (n = 350,000) | AID 624296; note: potency is the fitted concentration of half-maximal effect; % of control where 0% means no effect; nearly all actives have a fitted effect of over 50% in size
# IL1B secr inh – blocks inflammasome-driven IL-1 beta release | THP-1 LPS/ATP IL-1B secretion, AlphaLISA, 16 h; stronger effect = lower value | activity change, % at 57.5 µM | actives 4.7% (n = 360,000); in the data active = activity change below about -50%; inconclusive = mostly about -30% to -49%; note: % is set by controls: 0 for no effect and ±100 for the full control effect
#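 THP-1 cells pretreated 1 hr with compounds (up to 57.5 uM final), then stimulated with LPS (250 ng/mL final) plus ATP (1.25 mM final); secreted IL-1B measured by AlphaLISA after 16 hr, decreased signal indicating inhibition.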
# SW480 rereplic – induces DNA re-replication in SW480 colon adenocarcinoma cells; SW480 DNA re-replication, Hoechst DNA content imaging, 48 h; Potency, µM (top dose mostly 46.1 µM), for inactives: at the highest dose re-replication activation, hits mostly activators; actives 1.8% (n = 340,000); AID 624297; note: potency is the fitted concentration of half-maximal effect; % of control where 0% means no effect; nearly all actives have a fitted effect of over 55% in size
#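 Image-based DNA-content assay: after two days of treatment, nuclei were labelled with the DNA dye Hoechst and imaged, and hits were compounds raising the count of nuclei showing high fluorescence intensity.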
# HT1080 IDH1KD tx – HT-1080 IDH1 knockdown cell toxicity (counter line). HT-1080 IDH1 knockdown viability, ATP luminescence, 48 h. Potency, µM (top dose mostly 46.1 µM), for inactives: at the top dose activity, negative = toxicity, actives largely listed as cytotoxic. actives 2% (n = 360,000);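 note: potency is the fitted concentration of half-maximal effect; 0% = DMSO wells and -100% = cell-free medium wells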
#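 In this qHTS, HT-1080 cells depleted of IDH1 are exposed for 48 h at 37 °C to compound titrations. Toxicity is scored from CellTiter-Glo luminescence, with DMSO as full viability and medium alone as none.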
# ATXN2 expr inh – inhibitors of ATXN2 expression; HEK-293 ATXN2-luciferase reporter, luminescence, 24 h; Potency, µM (highest dose often 57 µM), for inactives: top-dose activity change, negative = inhibition, hits mostly inhibitors; actives 0.72% (n = 360,000); note: potency is the fitted concentration of half-maximal effect; % is set by controls: 0 for no effect and ±100 for the full control effect; nearly all actives have a fitted effect of over 55% in size
#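 ATXN2-luciferase reporter cells (luciferase flanked by upstream and downstream ATXN2 gene portions) were treated 24 h at 37 °C with compounds at up to 57 uM. SteadyGlo luminescence gave expression; GF-AFC fluorescence gave viability.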
# HT1080-NT tox – kills 2HG-producing HT-1080-NT fibrosarcoma cells; AID 686970; HT-1080-NT fibrosarcoma viability, CellTiter-Glo ATP luminescence, 48 h; actives 1.6% (n = 360,000); Potency, µM (top dose mostly 46.1 µM), for the others: top-dose activity, negative = less viability, hits mostly cytotoxic;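 note: NT is the 2HG producing partner of a matched IDH1 knockdown line; potency is the fitted concentration of half-maximal effect; 0% = DMSO-treated cells and -100% = media-only wells without cells; nearly all actives have a fitted effect of over 55% in size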
#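 A 48-hour cytotoxicity screen used HT-1080-NT cells plated 2 hours before compound delivery. ATP-based CellTiter-Glo luminescence measured viability, normalized to DMSO and no-cell controls.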
# KB-V1 cytotox – kills drug-selected multidrug resistant KB-V1 cells. KB-V1 MDR cells viability, CellTiter-Glo, 72 h. Potency, µM (series often up to 46.1 µM), for the others: top-dose activity change, negative = cytotoxicity, actives largely listed as cytotoxic. actives 3.4% (n = 400,000); note: potency is the fitted concentration of half-maximal effect; % is set by controls: 0 for no effect and ±100 for the full control effect; nearly all actives have a fitted effect of over 60% in size
#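 qHTS viability screen in drug-selected KB-V1 MDR cells: 72 h compound treatment at 37 degrees C, ATP luminescence end point.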
# Numbers without * were called inactive; i = inactive; ? = inconclusive; / = no result given; & = joins results of further samples; [ ] = dose if it differs, or a comment. Unless noted, calls come from the whole dose curve; as a rule, active = well fitted curve in the direction sought with a large enough effect; inconclusive = small, poorly fitted or top-dose-only effect, or another doubt; inactive = no such curve, though single readings can be large; an effect the other way counts as inactive or inconclusive. The order is random, and some 11% of all compounds hit somewhere here.
molecule,KB-3-1 tox,MCF10A rereplic,HT1080-NT tox,SW480 rereplic,ATXN2 expr inh,KB-V1 cytotox,S2 tox,HT1080 IDH1KD tx,IL1B secr inh
C=CCNC(=O)CN1C(=O)C2C3c4ccccc4C(c4ccccc43)C2C1=O (configuration not stated),2%,-1%,0%,-10%,-9%,-12%,i,18%,19
O=C(/C=C/c1ccccc1Cl)N1CCCN(C(=O)/C=C/c2ccccc2Cl)CC1,7%,29%,-7%,3%,4%,-25%,i,-8%,-27
CCOc1cc(NC(=S)Nc2ccccc2)c(OCC)cc1NC(=O)c1ccc(OC)cc1,12%,13%,7%,2%,-1%,10%,?,5%,-5
COc1ccc(C(C)=O)c(OCC(=O)NCCC2=CCCCC2)c1,-5%,/,9%,/,/,?,i,-1%,1
CN(CC(=O)Nc1c(Cl)cccc1Cl)C(=O)Cc1ccsc1,-2%,-1%,-6%,0%,3%,5%,i,0%,9
Cc1cc(-c2n[nH]c(=S)n2/N=C/c2ccc(C)o2)n[nH]1,1%,0%,-12%,?,-11%,22%,i,-4%,-3
O=C(CN1CCN(S(=O)(=O)c2ccccc2)CC1)Nc1ccc(Cl)cn1,7%,0%,6%,-23%,2%,-9%,i,6%,17
O=C(CCNC(=O)c1ccco1)Nc1ccc(SC(F)F)cc1,19%,-4%,2%,-11%,30%,?,i,10%,10

# Full records as entered above. Order of screens: KB-3-1 tox | MCF10A rereplic | HT1080-NT tox | SW480 rereplic | ATXN2 expr inh | KB-V1 cytotox | S2 tox | HT1080 IDH1KD tx | IL1B secr inh
# O=C(CN1CCN(S(=O)(=O)c2ccccc2)CC1)Nc1ccc(Cl)cn1 is listed with 7% | 0% | 6% | -23% | 2% | -9% | i | 6% | 17
# Cc1cc(-c2n[nH]c(=S)n2/N=C/c2ccc(C)o2)n[nH]1 is listed with 1% | 0% | -12% | ? | -11% | 22% | i | -4% | -3

# (next part)
molecule,KB-3-1 tox,MCF10A rereplic,HT1080-NT tox,SW480 rereplic,ATXN2 expr inh,KB-V1 cytotox,S2 tox,HT1080 IDH1KD tx,IL1B secr inh
CC1(C(=O)NS(=O)(=O)c2ccccc2C(F)(F)F)CCN1C(=O)COc1ccc(Cl)cc1 (configuration not stated),0%,/,?,/,9%,6%,i,12%,27
O=C(NNC(=O)C1CC=CCC1C(=O)O)c1cccs1 (configuration not stated),7%,?,20%,-5%,-18%,39%,i,7%,1
COC(=O)C1CCCN1C(C(=O)NC1CCCCC1)c1ccc(Cl)cc1 (configuration not stated),1%,?,-4%,6%,7%,-21%,i,-4%,-5
CC(C)n1c(Nn2cnnc2)nc2ccccc21,-2%,0%,0%,0%,-3%,-2%,i,-4%,-10
CC1(C(=O)NS(=O)(=O)C2CC2)CCN(C(=O)C2(c3ccc(Cl)cc3)CCCC2)C1 (configuration not stated),0%,/,?,/,13%,6%,i,13%,12
Cc1cc(Oc2nc3ccccn3c(=O)c2/C=C(\C#N)C(=O)NC2CCS(=O)(=O)C2)ccc1Cl (configuration not stated),-25%,-23%,?,?,-4%,-18%,i,?,-11
CCCCCCc1cc2cc(C(=O)OCC)c(=O)oc2cc1O,-23%,?,2%,1.3µM*,/,-7%,i,-11%,1
COc1cc(Br)cc(/C=N/N(CCO)C2=NS(=O)(=O)c3ccccc32)c1OC,11%,11%,-20%,0%,1%,4%,i,-13%,-8
CN(C)/C=C(\C(=O)c1ccc(F)cc1F)c1nnnn1-c1ccccc1,15%,1%,18%,-6%,4%,?,i,13%,3
CCc1nc2c(OCc3ccc(F)c(F)c3)cccn2c1N(C)C(=O)c1cccs1,0%,/,-1%,/,-19%,-10%,i,-4%,-6
N#C/C(=N/Nc1ccccc1[N+](=O)[O-])C(N)=S,6%,4%,3%,-3%,-10%,7%,i,-1%,27
Cc1ccc(C)c(N(C(=O)c2csnn2)C(C(=O)NC2CCCCC2)c2cccnc2)c1 (configuration not stated),-1%,-14%,-6%,-4%,4%,-8%,i,1%,13
Cc1cc(C(=O)N/N=C/c2cccc(OC(=O)c3ccco3)c2)n[nH]1,2%,-186%[0.0737 µM],-3%,0%,32%[activator],5%,i,23%,-20
Cc1ccc2c(CC(=O)Nc3ccc(S(=O)(=O)N4CCCCC4C)cc3)coc2c1C (configuration not stated),-2%,/,/,/,-23%,-16%,i,/,/
CCOC(=O)N1CCN(C(=O)CCS(=O)(=O)c2ccc3c(c2)CCN3C(=O)CC)CC1,-1%,-3%,0%,-9%,-5%,0%,i,2%,30
COc1cc(C(CC(=O)Nc2ccc(C)c(F)c2)N2Cc3ccccc3C2=O)cc(OC)c1OC (configuration not stated),9%,/,/,/,6%,0%,i,/,/
Cc1cc(C)nc(SCc2cnc(C)nc2N)n1,3%,-16%,0%,-1%,-6%[11.3 µM],-13%,i,-3%,17
CN(CCc1ccccc1)C(=O)c1ccc(NC(=O)Cc2ccc(NC(=O)C3CCN(C(=O)C4CC4)CC3)cc2)cc1,0%,-16%,-15%,?,4%,-23%,i,-26%,-56*
CCOC(=O)COn1c2c(c3c4no[n+]([O-])c4ccc31)CCCC2,6%,15%,11%,-10%,-4%,10%,i,5%,21
COc1ccc(CNC(=O)CN2CCN(c3ccccc3O)CC2)cc1OC,-13%,4%,4%,12%,4%,3%,i,0%,3
COCCCNCC1C(Oc2ccc(Cl)cc2)C(=O)N1c1ccccc1C (configuration not stated),-18%,-2%,-29%,-5%,-36%,-3%,i,-12%,-76*
CCOC(=O)c1nnn(-c2nonc2N)c1CN1CCc2ccccc2C1,-1%,15%,-7%,-10%,0%,?,i,3%,22
COc1ccc(-c2cc(C(F)(F)F)nc(SCC(=O)N(C)Cc3cn(C)nc3C)n2)cc1OC,?,?,-1%,-1%,-6%,18µM*,i,1%,-21
C/C(CC(=O)NCc1ccco1)=N\NC(=O)COc1ccc(Cl)cc1Cl,?,?,21µM*,10%,15%[11.3 µM],?,i,?,41
COc1ccc(N=C2S/C(=C\c3ccc(OC(C)C(=O)O)c(OC)c3)C(=O)N2CCc2c[nH]c3ccccc23)cc1 (configuration not stated),3%,-6%,?,-2%,0%,-3%,?,?,-11
Fc1ccc(CNc2ncnc3onc(-c4ccc(F)cc4)c23)cc1,0%,/,/,/,-2%,?,i,/,/
Cc1nn(-c2ccccc2)c2c1/C(=N/O)CC(C)(C)C2,-20%,11%,-4%,-8%,3%,16µM*,i,-3%,-7
O=[N+]([O-])c1ccccc1S(=O)(=O)Nc1ccc(-c2ccc(N3CCCC3)nn2)cc1,1%,9%,-4%,5%,18%,-9%,i,0%,16
COc1ccc(CNC(=O)c2ccc3c(c2)N(C)C(=O)C2CCCCN32)cc1OC (configuration not stated),4%,/,/,/,18%,-6%,i,/,/
CC(=Nc1ccccc1)C1=C(O)C(CC(C)C)NC1=O (configuration not stated),7%,5%,12%,-1%,8%,23µM*,i,11%,-23
Cc1[nH]n(C(N)=S)c(=O)c1C(c1ccccc1)C(C#N)C#N (configuration not stated),8%,-13%,18%,-6%,-5%,-6%,i,16%,-10
Cc1noc(C)c1S(=O)(=O)Nc1cccc(C(F)(F)F)c1,-8%,-20%,-6%,-4%,-7%,7%,i,-5%,5
O=C(c1ccco1)N(Cc1cccc(Br)c1)C1CCS(=O)(=O)C1 (configuration not stated),8%,-1%,-4%,0%,-9%,-3%,i,6%,0
O=C(Nc1ccc(F)cc1)c1oc2ccccc2c1NC(=O)C1CC1,7%,4%,20%,-55%,0%,-12%,i,10%,-24
COc1ccc(CCc2nc(C)ccc2O)cc1,0%&11%,-62%&-4%[inhibitor],0%&27%,-78%&-1%[inhibitor],35%&25%[activator],?,?,-4%&9%,-1&-20
O=C(NCCC1CCCCN1S(=O)(=O)c1ccccc1)C(=O)NCc1cccnc1 (configuration not stated),-4%,5%,7%,0%,-4%,-2%,i,15%,4
CCCN(Cc1nc(-c2ccc(Cl)cc2)no1)CC1CCCO1 (configuration not stated),-1%,?,-10%,-5%,9%,-27%,i,0%,?
COc1ccc([N+](=O)[O-])cc1NC(=O)C1CCCNC1=O (configuration not stated),-7%,3%,-5%,2%,-20%,-4%,?,-2%,-6
CNc1nc(-c2ccccc2)cc(C(F)(F)F)c1C#N,8%,10%,2%,22%,6%,3%,i,1%,22
O=C(c1ccc(Cl)cc1)C1CCN(C(=S)Nc2ccccc2)CC1,-11%,-4%,1%,3%,/,-18%,i,-4%,-11
CC1CN(S(=O)(=O)c2ccc(NC(=O)CCCN3C(=O)c4ccccc4C3=O)cc2)CC(C)O1 (configuration not stated),5%,-2%,2%,-9%,-4%,3%,i,2%,18
Cc1ccc(NC(=O)C2CCCC2)c(Br)c1,-3%,0%,16%,3%,18%,-9%,i,17%,-28
O=C(O)c1ccccc1NCc1cccnc1,0%,2%,16%,3%,11%,0%,?,9%,6
COc1ccccc1CN(C)C(=O)C1COc2ccccc2O1 (configuration not stated),-2%,1%,-5%,-2%,-12%,-50%,i,1%,8
CCc1nnc(NC(=O)CSc2nnc(COc3ccccc3C)o2)s1,25%,-1%,2%,1%,-4%,9%,i,0%,32
COc1ccc2c(CC(=O)Nc3nnc(C4CC4)s3)coc2c1,3%,?,10%,0%,-4%,4%,i,-6%,8
CCOc1ccc(S(=O)(=O)NCC(=O)NC2CCCCC2)cc1,0%,5%,-2%,-5%,0%,2%,i,-7%,0
COc1ccc(C)cc1NC(=S)N1CCN(c2ncccn2)CC1,8%,-53%[inhibitor],24%,-12%,-21%,-14%,i,8%,-7
COc1ccc(S(=O)(=O)N2CCC(c3nc4ccccc4s3)CC2)cc1OC,-1%,/,/,/,-8%,-9%,i,/,/
